# Compound activity: PubChem BioAssay, NMMLSC
# ABCB1 inh – human ABCB1 inhibition, ABCG2 as counter-screen | 0.067% of 190,000 active | CCRF-Adr cells, JC-1 efflux, flow cytometry | P08183 | inhibition, % at 6.6 µM; in the data active = inhibition above about 40%;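 note: 0% = vehicle and 100% = reference inhibitor; higher value means more JC-1 retained so stronger ABCB1 efflux block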
# ABCG2 block – blocks JC-1 efflux by human ABCG2 transporter | IgMXP3 cells, flow cytometry | inhibition, % at 6.6 µM | 0.1% of 190,000 active;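 active = inhibition above 80%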;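 note: 0% = DMSO and 100% = nicardipine control wells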
#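 Assay system – ABCG2 IgMXP3 and barcoded ABCB1 CCRF-Adr cell mix · Input – 3 million cells/mL in well · Reagent – JC-1 fluorescent substrate · Compound – single test compound dose, 6.6 µM final · Timing – 10 min exposure at 25 °C with rotation, no wash · Detection – flow cytometry of retained JC-1 fluorescence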
# RGS7-Gao reg – human RGS7-Galphao interaction regulation; 0.35% of 220,000 active; binding response (% of control), % at 10 µM; AID 1439; Multiplexed bead flow cytometry, RGS7-Galphao binding; actives lie on both sides; P09471; in the data active = binding response below about 49% or above about 150%; inconclusive = no clear call, values can overlap the other calls; inactive = in between;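 note: fluorescent Galphao held in activated GDP-AlF4 state binding bead-coupled RGS7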
# Bim-Bfl-1 – inhibitors of Bim-Bfl-1 interaction, human. 0.12% of 190,000 active. Bead-based flow cytometry, Bim-Bfl-1 binding inhibition. AID 1008. Q16548. inhibition, % at 10 µM;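 note: 0% = wells without compound plus tracer and 100% = blocker peptide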
# Bcl-B Bim block – disrupts Bim peptide binding to human Bcl-B; Q9HD36; bead-based flow cytometry; inhibition, % at 10 µM; 0.073% of 190,000 active;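 note: 0% = tracer peptide without compound and 100% = reference inhibitor peptide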
# Target sequence (Q9HD36 whole entry, looked up): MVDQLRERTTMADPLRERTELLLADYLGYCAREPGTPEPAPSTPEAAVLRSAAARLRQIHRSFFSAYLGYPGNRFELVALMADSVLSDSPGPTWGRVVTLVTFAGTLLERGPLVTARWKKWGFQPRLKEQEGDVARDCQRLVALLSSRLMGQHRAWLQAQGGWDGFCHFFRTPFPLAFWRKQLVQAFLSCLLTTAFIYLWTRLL
# Bim-Bcl-2 – inhibitors of Bim-Bcl-2 interaction, human; P10415; Bead-based flow cytometry, Bim peptide-Bcl-2 binding; inhibition, % at 10 µM; 0.06% of 190,000 active; AID 950; in the data active = inhibition above about 40%; inconclusive = no clear call, values can overlap the other calls;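 note: 0% = no compound wells with probe peptide and 100% = reference peptide inhibitor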
# Bim-Bcl-XL – human Bim-Bcl-XL interaction inhibition; Q07817; Bim peptide-Bcl-XL binding, bead flow cytometry, fluorescence; inhibition, % at 10 µM; 0.04% of 190,000 active; AID 1007
# Mcl-1 Bim block – inhibitors of Bim-Mcl-1 interaction, human; Bead-based flow cytometry, Bim peptide-Mcl-1 binding; inhibition, % at 10 µM; 0.1% of 190,000 active; AID 1009;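 note: 0% = no compound tracer wells and 100% = peptide blocker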
# Bcl-W Bim block – inhibitors of Bim-Bcl-W interaction, human; inhibition, % at 10 µM; bead-based flow cytometry, Bim peptide-Bcl-W binding; AID 952; 0.02% of 190,000 active;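 note: 0% = bound tracer without compound and 100% = peptide blocker; higher means less fluorescent Bim peptide bound to Bcl-W beads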
# Target sequence (Q92843 whole entry, looked up): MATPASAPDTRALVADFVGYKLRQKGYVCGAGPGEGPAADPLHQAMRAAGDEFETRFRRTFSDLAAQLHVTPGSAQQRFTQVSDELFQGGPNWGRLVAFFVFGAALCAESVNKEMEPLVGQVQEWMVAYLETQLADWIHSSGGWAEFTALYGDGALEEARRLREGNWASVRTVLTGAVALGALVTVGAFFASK
# RGS4-Gao reg – human RGS4-Galphao interaction regulation | P09471 | Multiplexed bead flow cytometry, RGS4-Galphao binding; actives lie on both sides | binding response (% of control), % at 10 µM | 0.33% of 220,000 active | AID 1415; in the data active = binding response below about 49% or above about 150%; inactive = in between;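 note: fluorescent Galphao activated with aluminum fluoride binding bead-coupled RGS4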
# RGS8-Gao reg – regulators of human RGS8-Galphao interaction; multiplexed bead flow cytometry, RGS8-Galphao binding; actives lie on both sides; response (percent of control binding), % at 10 µM; 0.34% of 220,000 active; in the data active = response below about 60% or above about 140%; inactive = in between;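 note: Galphao activated as the GDP aluminium fluoride complex binding bead-coupled RGS8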
# Numbers without * were called inactive; ? = inconclusive. Cut-off read from the data, not from the text of the source, unless noted: active = inhibition above about 40%.
(1) O=C(c1nc2ccccn2c1CNCCCn1ncc2ccccc21)N1CCOCC1
(2) Cc1cc(=O)[nH]c(SCC(=O)NC(C)C2CC3CCC2C3)c1C#N (stereo not drawn)
(3) O=C(CCNc1n[nH]c(=O)[nH]c1=O)N/N=C\c1cccc(OCc2ccccc2)c1
(4) COC(=O)c1sc(=S)n(-c2cccc(Cl)c2)c1N
(5) CCOC(=O)c1c(-c2cccc([N+](=O)[O-])c2)csc1N
(6) O=C(CSc1nnc(-c2ccco2)n1CC1CCCO1)N1CCCCC1 (stereo not drawn)
(7) O=C1CCCN1CC(O)CS(=O)(=O)c1ccccc1 (stereo not drawn)
Assay by compound	1	2	3	4	5	6	7
ABCB1 inh	1.5	0.8	-0.5	0.3	1.8	0.9	0.3
ABCG2 block	5	8	-1	2	18	4	1
RGS7-Gao reg	98	99	?	128	102	99	98
Bim-Bfl-1	-3	-1	-3	10	2	-20	-18
Bcl-B Bim block	-1	-2	0	-31	-4	-14	-4
Bim-Bcl-2	-2	-5	0	-8	1	-9	-2
Bim-Bcl-XL	-2	-4	-1	5	0	-6	-4
Mcl-1 Bim block	0	0	1	-7	-3	-3	0
Bcl-W Bim block	-1	-3	0	0	-2	-3	-1
RGS4-Gao reg	101	99	97	94	103	103	98
RGS8-Gao reg	96	98	100	91	100	100	101

# Arranged by number of heavy atoms (smallest number first): part of the list above
(4) COC(=O)c1sc(=S)n(-c2cccc(Cl)c2)c1N
(7) O=C1CCCN1CC(O)CS(=O)(=O)c1ccccc1 (stereo not drawn)
(5) CCOC(=O)c1c(-c2cccc([N+](=O)[O-])c2)csc1N
(2) Cc1cc(=O)[nH]c(SCC(=O)NC(C)C2CC3CCC2C3)c1C#N (stereo not drawn)
(6) O=C(CSc1nnc(-c2ccco2)n1CC1CCCO1)N1CCCCC1 (stereo not drawn)
(3) O=C(CCNc1n[nH]c(=O)[nH]c1=O)N/N=C\c1cccc(OCc2ccccc2)c1
Assay by compound	4	7	5	2	6	3
ABCB1 inh	0.3	0.3	1.8	0.8	0.9	-0.5
ABCG2 block	2	1	18	8	4	-1
RGS7-Gao reg	128	98	102	99	99	?
Bim-Bfl-1	10	-18	2	-1	-20	-3
Bcl-B Bim block	-31	-4	-4	-2	-14	0
Bim-Bcl-2	-8	-2	1	-5	-9	0
Bim-Bcl-XL	5	-4	0	-4	-6	-1
Mcl-1 Bim block	-7	0	-3	0	-3	1
Bcl-W Bim block	0	-1	-2	-3	-3	0
RGS4-Gao reg	94	98	103	99	103	97
RGS8-Gao reg	91	101	100	98	100	100
